# GSTO1 counter: GSTO1 inhibition, counter-screen for RBBP9 inhibitors; 300,000 tested, 1.1% active; recombinant GSTO1, activity-based probe fluorescence polarization; AID 1974; inhibition, % at 5.96 µM;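 active means inhibition above the campaign mean inhibition plus 3 SD, cut at about 35% in these data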;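 further: 0% = GSTO1-1 with DMSO and 100% = wells lacking GSTO1-1 enzyme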
# PAFAH2 inh: inhibitors of human PAFAH2; 340,000 tested, 0.99% active; Q99487; inhibition, % at 3.39 µM; recombinant PAFAH2, FP-rhodamine activity probe, fluorescence polarization;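 active means inhibition above the mean over all tested compounds plus 3 SD, cut at about 30% in these data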;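 further: inhibitors block probe labeling of enzyme so polarization drops; 0% = enzyme with DMSO and 100% = wells lacking PAFAH2 protein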
# PAD4 inh: blocks human protein arginine deiminase 4 | recombinant PAD4, RCA probe fluorescence polarization | inhibition, % at 6.36 µM | 330,000 tested, 0.41% active | AID 485272;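 active means percent inhibition above a cutoff equal to the mean of all tested compounds plus 3 SD, cut at about 15% in these data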;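 further: 0% = PAD4 with RCA probe and DMSO and 100% = probe without PAD4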
# PAFAH1B3 FP inh: blocks human PAF acetylhydrolase 1B catalytic subunit 3; recombinant PAFAH1B3, FP-rhodamine probe, fluorescence polarization; inhibition, % at 3.39 µM; 340,000 tested, 0.28% active; AID 492972;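 active means inhibition above the screen-wide average of all tested compounds plus 3 SD, cut at about 25% in these data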;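 further: 0% = enzyme with DMSO only and 100% = wells lacking PAFAH1B3 protein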
# Target sequence (Q15102 whole entry, looked up): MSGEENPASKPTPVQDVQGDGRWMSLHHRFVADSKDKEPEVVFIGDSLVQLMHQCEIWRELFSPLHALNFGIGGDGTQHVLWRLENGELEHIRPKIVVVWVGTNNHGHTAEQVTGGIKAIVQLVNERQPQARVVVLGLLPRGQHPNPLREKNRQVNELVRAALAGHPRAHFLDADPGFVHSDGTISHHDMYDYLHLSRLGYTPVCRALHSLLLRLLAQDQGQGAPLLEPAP
# PREPL inhibitor: human PREPL enzyme inhibition. recombinant PREPL, fluorescence polarization activity-based probe. inhibition, % at 5.96 µM. 320,000 tested, 0.68% active. AID 2751; in the data active means inhibition above about 43%;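 further: 0% = enzyme with DMSO and 100% = wells lacking enzyme; many of its hits are not listed in these tables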
# LYPLA2 inh: counter-screen for PME1 inhibitors: inhibitors of human LYPLA2. inhibition, % at 5.9 µM. 320,000 tested, 0.38% active. recombinant LYPLA2, FP-Rh probe fluorescence polarization. O95372;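 active means inhibition above the screen-wide mean plus 3 SD, limit set per campaign, cut at about 26% in these data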;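 further: 0% = LYPLA2 with DMSO and 100% = wells lacking LYPLA2 enzyme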
# Target sequence (O95372 whole entry, looked up): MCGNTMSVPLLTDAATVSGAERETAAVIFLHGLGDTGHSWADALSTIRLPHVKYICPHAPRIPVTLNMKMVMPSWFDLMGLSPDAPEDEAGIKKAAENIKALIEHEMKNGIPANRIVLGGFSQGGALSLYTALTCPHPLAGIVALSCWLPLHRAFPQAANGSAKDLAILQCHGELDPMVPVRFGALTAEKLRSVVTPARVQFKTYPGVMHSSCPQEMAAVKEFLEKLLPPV
# EBNA-1 inh: blocks EBNA-1 binding to DNA | 300,000 tested, 0.34% active | AID 1950 | inhibition, % at 14.8 µM | EBNA-1 DNA binding, fluorescence polarization; in the data active means inhibition above about 28%
# LYPLA1 counter: blocks human lysophospholipase 1, a PME1 counter-screen; 320,000 tested, 0.16% active; recombinant LYPLA1, FP-Rh probe fluorescence polarization; O75608; AID 2174; inhibition, % at 5.9 µM;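 active means inhibition above the mean of all tested compounds plus 3 SD, set per campaign, cut at about 14% in these data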;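 further: inhibitors block serine hydrolase probe labeling of LYPLA1 so polarization falls; 0% = enzyme with DMSO and 100% = wells lacking LYPLA1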
# Target sequence (O75608 whole entry, looked up): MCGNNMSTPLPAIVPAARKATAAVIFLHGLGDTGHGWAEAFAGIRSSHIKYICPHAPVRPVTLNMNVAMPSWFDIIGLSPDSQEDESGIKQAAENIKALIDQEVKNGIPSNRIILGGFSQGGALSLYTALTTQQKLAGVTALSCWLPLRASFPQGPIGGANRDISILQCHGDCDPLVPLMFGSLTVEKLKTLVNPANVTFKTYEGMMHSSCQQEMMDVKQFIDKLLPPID
# ZTA counter: ZTA (EBV) inhibition in EBNA-1 counter-screen; P03206; ZTA-DNA binding, fluorescence polarization; inhibition, % at 11 µM; 320,000 tested, 0.15% active; in the data active means inhibition above about 33%
# Target sequence (P03206 whole entry, looked up): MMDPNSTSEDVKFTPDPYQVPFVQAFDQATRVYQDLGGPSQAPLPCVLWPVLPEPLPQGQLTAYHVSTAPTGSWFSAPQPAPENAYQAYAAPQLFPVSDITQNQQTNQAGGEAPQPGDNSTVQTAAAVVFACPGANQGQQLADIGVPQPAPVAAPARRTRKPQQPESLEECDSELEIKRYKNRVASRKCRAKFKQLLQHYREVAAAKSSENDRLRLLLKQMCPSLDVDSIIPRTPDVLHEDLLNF
# An asterisk follows results filed as active; nt = no result given.
SMILES,GSTO1 counter,PAFAH2 inh,PAD4 inh,PAFAH1B3 FP inh,PREPL inhibitor,LYPLA2 inh,EBNA-1 inh,LYPLA1 counter,ZTA counter
CCOC(=O)CC12CN3CN(C1)CC(CC(=O)OCC)(C3)C2=O,2,4,2,4,3,2,8,-1,8
Cc1cccnc1NC(=O)C1COc2ccccc2O1 (stereo unspecified),15,1,2,4,3,6,-4,4,5
COc1cc(/C=c2\sc3n(c2=O)C(c2ccccc2)C(c2ccccc2)=NN=3)ccc1O (stereo unspecified),-1,-9,-4,1,40,-6,5,-9,7
O=C(c1ccc2c(c1)[nH]c(=S)n1c3ccccc3nc21)N1CCN(c2cccc(Cl)c2)CC1,4,-11,-3,-3,5,5,-2,-4,-8
CN1CCc2c(sc(/N=C/c3cc(Cl)ccc3O)c2C#N)C1,11,4,-1,0,18,0,1,3,6
O=C(O)c1ccc2c(c1)C1C=CCC1C(c1ccncc1)N2 (stereo unspecified),15,0,-12,21,0,-3,-1,-3,20
Cn1ncc([N+](=O)[O-])c1C(=O)N1CCOCC1,1,1,2,0,6,2,1,3,13
CCOc1ccc(-c2n[nH]c(=S)c3ccccc23)cc1,-1,-4,-2,7,22,0,19,-2,7
O=C(CC(=O)c1ccccc1)Nc1cccnc1Cl,8,-1,0,7,16,4,-3,2,13
O=S(=O)(c1ccc(Br)s1)N1CCN(c2ccccc2)CC1,0,3,0,3,-33,2,0,1,-14
CCCCCN1CC(=O)N2C(C)c3[nH]c4ccccc4c3C[C@H]2C1=O (stereo partly specified),-3,0,-5,10,10,-3,8,-2,16
Cc1nnc(NC(=O)C(C)Sc2nncn2C)s1 (stereo unspecified),6,-6,-1,5,4,-3,5,-3,-10
Cn1c(=O)n(C)c2cc(NC(=O)c3ccccc3NS(C)(=O)=O)ccc21,2,-4,-4,10,-1,4,-7,0,5
Cc1cc([N+](=O)[O-])nn1CCCC(=O)Nc1cccnc1Cl,17,-1,-3,5,3,0,4,-3,5
COc1cc(/C=N/NC(=O)c2ccccc2Cl)ccc1Oc1ccc([N+](=O)[O-])cn1,4,-2,-5,13,-14,19,0,-1,-14
O=C(CCC(=O)N1CCN(S(=O)(=O)c2ccc3ccccc3c2)CC1)NCC(F)(F)F,1,-5,0,8,11,-6,-1,-1,8
COc1cc(/C=N/Nc2nncn2N)ccc1OCc1c(C)no[n+]1[O-],16,-2,45*,8,23,2,7,1,-5
Cc1[nH]nc2c1[C@@H](c1ccccc1[N+](=O)[O-])C(C#N)=C(N)O2,4,-3,-2,-2,0,2,-10,-1,7
Oc1ccc(Br)cc1-c1cc(-c2ccccc2Cl)[nH]n1,-15,-2,-4,0,14,-33,-2,-25,23
CC(C)(C)N(NC(=O)Nc1ccc(Cl)c(Cl)c1)C(=O)c1ccccc1,-5,-13,0,-2,7,-27,-8,-24,-6
CCCS(=O)(=O)c1c(S(=O)(=O)CCC)c2ccc(C(N)=O)cn2c1C(=O)c1ccc(OC)cc1,1,-2,1,9,1,0,-18,1,-13
COc1cc(OC)cc(N(C(=O)CNC(=O)c2cccs2)C(C(=O)NCC2CCCO2)c2ccc(OC)c(OC)c2)c1 (stereo unspecified),-5,8,1,9,17,-2,-4,1,8
Cc1cc(C)nc(/N=C(\N)N2CCCCC2)n1,5,-1,1,-7,-4,-2,-2,-1,3
Cc1cc(Br)ccc1NC(=O)CSCc1c(C)noc1C,nt,3,-2,-1,-1,nt,nt,nt,nt
COC(=O)c1cc(C(=O)Nc2ccc(C)cn2)cc([N+](=O)[O-])c1,-4,-5,-6,-6,7,-5,-1,4,-13

# Sorted by length of the SMILES (descending): some entries from above
SMILES,GSTO1 counter,PAFAH2 inh,PAD4 inh,PAFAH1B3 FP inh,PREPL inhibitor,LYPLA2 inh,EBNA-1 inh,LYPLA1 counter,ZTA counter
COc1cc(/C=N/NC(=O)c2ccccc2Cl)ccc1Oc1ccc([N+](=O)[O-])cn1,4,-2,-5,13,-14,19,0,-1,-14
CN1CCc2c(sc(/N=C/c3cc(Cl)ccc3O)c2C#N)C1,11,4,-1,0,18,0,1,3,6
O=S(=O)(c1ccc(Br)s1)N1CCN(c2ccccc2)CC1,0,3,0,3,-33,2,0,1,-14
Cc1cc(Br)ccc1NC(=O)CSCc1c(C)noc1C,nt,3,-2,-1,-1,nt,nt,nt,nt
Cc1cc(C)nc(/N=C(\N)N2CCCCC2)n1,5,-1,1,-7,-4,-2,-2,-1,3

# (cont.)
SMILES,GSTO1 counter,PAFAH2 inh,PAD4 inh,PAFAH1B3 FP inh,PREPL inhibitor,LYPLA2 inh,EBNA-1 inh,LYPLA1 counter,ZTA counter
Cc1ccccc1S(=O)(=O)Oc1ccccc1C(=O)Oc1ccccc1,6,-2,-6,-2,7,-9,-3,1,-6
CCC(CC)NC(=O)c1cccc(NC(=O)C(C)C)c1,8,7,-1,8,4,-3,-1,3,9
Cc1nc2ccccc2c2oc(C(=O)NCC3COc4ccccc4O3)cc12 (stereo unspecified),-12,-5,-5,10,-43,-18,5,-10,15
COc1ccc(C2=C/C(=C\c3ccc(OC(C)=O)cc3)C(=O)O2)cc1,18,1,-4,-4,23,-2,1,1,-12
Cc1nn(C)cc1C(C)NC(=O)c1cc(COc2cccc3cnccc23)on1 (stereo unspecified),-2,5,1,-7,10,1,0,0,4
Cc1ccc(C)c(N2CCN(CCCNC(=O)Cn3cc4c(n3)CCCCC4)CC2)c1,4,4,0,-5,15,-2,-4,-1,2
CCOC(=O)C(C)Sc1nc(C2CC2)cc(C(F)(F)F)c1C#N (stereo unspecified),8,0,-1,9,2,-5,7,-1,2
COCCCN(C(=O)Cn1ncc2c(=O)oc3ccc(C)cc3c21)C(C)c1ccncc1 (stereo unspecified),9,-7,-2,-1,-1,-3,-5,-1,-5
O=C(CN1C(=O)NC2(CCCC2)C1=O)OCCOc1ccccc1Cl,-4,6,2,9,2,6,-6,3,-9
CCOc1cc(N2CCOCC2)c(OCC)cc1NC(=O)COC(=O)C1CCCN1S(=O)(=O)c1ccccc1F (stereo unspecified),nt,0,0,3,9,3,nt,-2,-8
O=C(NNC1=NCCN1Cc1ccccc1)c1cccc(C(F)(F)F)c1,1,6,0,1,1,-2,-3,-2,-11
COc1cc(/C=N/n2nnnc2N)ccc1OCC(N)=O,-3,4,-2,-1,-8,3,-10,6,-11
CN1CCN(C2=NC3(CCCC3)C(C#N)C(=O)N2)CC1 (stereo unspecified),0,5,4,4,1,-3,-7,1,-1
O=C(COC(=O)c1cc(=O)[nH]c2ccccc12)NC(=O)NC1CCCCC1,4,13,-1,3,6,-1,11,3,15
Cn1c(CCN2CCCCC2)nc2cc(NC(=O)COc3ccc(Cl)cc3)ccc21,-2,7,-5,5,35,3,2,-4,10
CC(C)N(C(=O)Cn1cc(SCC(=O)NCC2CCCO2)c2ccccc21)C(C)C (stereo unspecified),7,0,2,0,9,5,2,0,0
CC(=O)c1cccc(NS(=O)(=O)c2c(C)n[nH]c2C)c1,7,5,-7,7,0,7,-1,1,17
NC(=O)CC(NC(=O)Cc1cccc2ccccc12)c1ccc(NCCCN2CCCC2=O)c([N+](=O)[O-])c1 (stereo unspecified),0,8,3,-6,24,0,5,-1,4
C[C@@H]1[C@H]2[C@@H](O[C@@H]3O[C@H](CO)[C@@H](O)[C@H](O)[C@H]3O)OC=C(C(=O)O)[C@H]2C[C@@H]1O,-1,0,1,3,13,10,2,4,-1
NS(=O)(=O)c1ccc(NC(=O)CN2C(=O)C3C4C=CC(C4)C3C2=O)cc1 (stereo unspecified),-10,1,-5,9,-3,-3,-30,0,-3
CCOC(=O)c1c(C)nc2c(C#N)cnn2c1C,6,0,4,5,5,4,-1,0,-12
CCOC(=O)CCNCC1COc2ccccc2O1 (stereo unspecified),-3,-2,-2,-4,-6,4,-2,1,-9
CC1CCC(NC(=O)COC(=O)c2n[nH]c(=O)c3ccccc23)CC1 (stereo unspecified),6,9,-4,5,13,-5,-9,-2,6
Cc1cc(Oc2ccccc2)nc(SCC(=O)Nc2ccccc2)n1,-1,-1,-6,2,3,6,-11,9,5
Cc1n[nH]c(C)c1Sc1ccccc1N,-1,2,0,1,-4,2,-9,-3,5

# (further entries)
SMILES,GSTO1 counter,PAFAH2 inh,PAD4 inh,PAFAH1B3 FP inh,PREPL inhibitor,LYPLA2 inh,EBNA-1 inh,LYPLA1 counter,ZTA counter
COc1ccccc1/C=C/C=N/n1c(-c2n[nH]c3c2CCC3)n[nH]c1=S,7,nt,-1,nt,13,3,-10,1,13
CN(C(=O)COC(=O)c1c[nH]c(=O)[nH]c1=O)C1CCCCC1,6,-8,4,8,-7,6,1,0,2
N#C/C(=C\c1c(N2CCCCC2)nc2ccccn2c1=O)C(=O)NCc1ccco1,-3,-7,-3,5,-10,-2,-10,-3,16
Cc1occc1C(=O)Nc1nccs1,0,-5,0,0,12,3,7,4,1
CCOC(=O)c1sc(N2C(=O)C(O)=C(C(=O)c3ccco3)C2c2ccco2)nc1C (stereo unspecified),-16,1,-5,4,2,-5,2,-3,14
CC(C)c1ccc(CN(C(=O)/C=C/c2ccco2)C2CCS(=O)(=O)C2)cc1 (stereo unspecified),-8,10,-6,8,-17,-7,7,-1,-13
CC(=O)c1cccc(N(CC(=O)O)S(C)(=O)=O)c1,4,-3,-10,3,8,-5,10,2,10
CCN(CC(=O)Nc1ccc(NC(C)=O)cc1)C(=O)c1ccc(C(=O)c2ccccc2)cc1,nt,0,-5,2,20,6,nt,4,-2
Cc1ccc(NS(=O)(=O)c2ccc3c(c2)OCCCO3)cc1S(=O)(=O)N1CCOCC1,nt,14,-1,-7,6,-1,nt,3,5
Nc1nonc1OCCN1CCN(c2ccc([N+](=O)[O-])c3cccnc23)CC1,-4,nt,-2,nt,8,5,5,2,5
O=C(Nc1ccccc1Cl)C1C2CCC3C(CCC21)C3(Cl)Cl (stereo unspecified),7,6,0,-4,2,-2,3,4,3
OCC[C@H]1C[C@@H](O)[C@H](O)[C@@]2(CCc3ccccc3CO2)O1,5,-3,5,2,0,-1,5,-1,7
Cc1ccccc1NC(=O)/C(C#N)=C/c1ccsc1,1,-1,3,15,6,8,0,2,-5
Cc1ccc2cc(CCNC(=O)C(=O)c3c[nH]c4ccccc34)c(=O)[nH]c2c1,1,-3,-1,7,-44,-7,-5,-8,-11
CC(=O)N1c2ccc(S(=O)(=O)N(C)Cc3ccccc3)cc2CC1C (stereo unspecified),5,5,-2,8,-2,4,-2,-1,2
COC(C)(C)[C@]12CC(O)(c3ccccc3)ON1[C@H]1CCCCC1N2O (stereo partly specified),4,-1,1,5,3,2,6,1,3
OCC(O)/C=N/Nc1nc2ccccc2s1 (stereo unspecified),3,-4,1,-4,5,1,-6,1,-1
CC(C)(C)NC(=O)CN(C(=O)C(=O)Nc1ccc2c(c1)OCCO2)C1CC1,-1,3,0,10,-7,-7,-4,-2,-6
COc1ccc(NC(=O)CN2CCCN(S(=O)(=O)c3ccc(F)cc3)CC2)cc1,3,0,1,-3,0,3,3,-2,1
CCO[C@H]1OC(C(=O)N2CCN(C)CC2)=C[C@@H](c2ccc(C(F)(F)F)cc2)[C@@H]1CCCO,-2,-2,-1,6,6,4,-4,1,5
CCc1ccc(-n2c(=S)sc3c(=O)n(-c4ccccc4C)c(SCC(=O)O)nc32)cc1,-14,-4,-2,-3,0,0,3,-2,12
FC(F)(F)c1nc2ccccc2nc1N/N=C\c1ccccc1,-2,-4,-7,6,-4,8,-5,7,-21
O=C1C=C(NNC(=O)c2ccccc2Br)CCC1,2,1,-5,0,2,-3,0,2,4
Cc1ccc2nc(N(CCCN(C)C)C(=O)CN3C(=O)c4ccccc4C3=O)sc2c1,10,-5,1,6,10,2,11,0,-8

# Printed as active in PAD4 inh, among the entries above:
smiles,PAFAH2 inh,PAD4 inh,PAFAH1B3 FP inh,PREPL inhibitor,EBNA-1 inh
COc1cc(/C=N/Nc2nncn2N)ccc1OCc1c(C)no[n+]1[O-],-2,45*,8,23,7

# Compound activity deposited in PubChem BioAssay by The Scripps Research Institute Molecular Screening Center.

# The list is partial; count on the stated rates, not on these rows.
